High-throughput results deposited in PubChem by several laboratories.
APP 5'UTR act: activators of APP 5'UTR luciferase reporter, primary screen, SH-SY5Y cells; SH-SY5Y APP 5'UTR luciferase reporter, luminescence; zero percent = DMSO vehicle wells; activation, % at 2 µM; actives 1% (n = 190,000);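 active means activation above a set limit, based on mean plus 3 SD of controls, cut at about 140% in these data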; further: values of inactives mirror those of a sister screen read the other way
STAT3 activator: IL-6 driven STAT3 reporter potentiators, primary screen, U3A cells, luciferase, luminescence, MLSCN library; IL-6 STAT3-luciferase reporter; 100% = signal with IL-6 EC80 alone; activation (% of control), % at 5.6 µM; actives 0.91% (n = 190,000); AID 871, 2007;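 active means activation above the screen-wide mean of compound activation plus 3 SD, cut at about 130% in these data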;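 further: 0% = background luminescence of wells with medium and substrate only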
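Material: human STAT1-deficient U3A cells with stable STAT3-luciferase reporter / Probe or stimulus: IL-6 stimulus at 33 ng/mL final / Schedule: 1 h compound pre-exposure, 6 h IL-6 stimulation, 37 °C / Technique: luminescence / Read-out basis: percent of IL-6-only median luminescence / Control set: IL-6-only high control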
Efa HMGR inh: inhibitors of E. faecalis class II HMGR, primary screen, biochemical, Enterococcus faecalis. AID 1066, 2008. inhibition, % at 10 µM. actives 0.41% (n = 190,000). purified E. faecalis HMGR, NADPH absorbance 340 nm kinetic;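 active means inhibition above a set limit, the median over all tested compounds plus 3 SD, cut at about 9.5% in these data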;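 further: enzyme runs in reverse so mevalonate oxidation gives rising NADPH absorbance; 0% = complete reaction with DMSO and 100% = background rate lacking mevalonate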
STAT3 blocker: IL-6 driven STAT3 reporter inhibitors, primary screen, U3A cells, luciferase, luminescence, MLSCN library | IL-6 STAT3-luciferase reporter; host cell line lacks STAT1 | inhibition, % at 5.5 µM | actives 0.89% (n = 190,000);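 active means inhibition above the mean inhibition across all screened compounds plus 3 SD, cut at about 44% in these data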;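 further: 0% = DMSO only wells and 100% = 100 µM nifuroxazide control wells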
STAT1 activator: STAT1 signaling activators, primary screen, cell-based, HTS, luciferase reporter; NIH 3T3 STAT1-luciferase reporter, IFN-gamma, luminescence; 100% = IFN-gamma alone, no compound; activation (% of control), % at 5.5 µM; actives 2.6% (n = 200,000); AID 932, 2007;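 active means activation above the screen-wide mean activation plus 3 SD, cut at about 130% in these data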;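 further: raw ratio to IFN-gamma control signal so 100% means no change and 0% no light; values of inactives mirror those of a sister screen read the other way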
Hsp70 act: Hsp70 transcriptional activators, primary screen, cell-based, HeLa, Hsp70 promoter luciferase, luminescence, 10 µM | HeLa Hsp70 promoter luciferase reporter; scaled: vehicle 0, proteasome-inhibitor control 100% | activation, % at 10 µM | actives 0.04% (n = 200,000) | AID 1203, 2008;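 active means activation above the mean across all tested compounds plus 3 SD, cutoff set per campaign, cut at about 5.5% in these data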;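 further: 100% = MG132 at 30 µM as the positive control and 0% = DMSO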
DTT redox prof: compounds producing H2O2 with reducing agent – biochemical, NIH compound library profiling, artefact control for MLSCN library redox annotation, primary screen; actives 0.03% (n = 200,000); AID 878, 2007; DTT-dependent redox cycling H2O2, phenol red/HRP absorbance; 100% = 100 µM peroxide control, 0% = buffer; activation, % at 10 µM;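 active means activation of at least 50% relative to the plate's high and low controls in the primary single-dose screen; inactive means activation below 50%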;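 further: compound incubated with DTT at 0.8 mM final as the reducing agent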
STAT1 blocker: STAT1 signaling inhibitors, primary screen, cell-based, HTS, luciferase reporter. AID 920, 2007. actives 0.35% (n = 200,000). inhibition, % at 5.5 µM. NIH 3T3 STAT1-luciferase reporter, IFN-gamma, luminescence;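 active means inhibition above a set limit, the mean inhibition across all tested compounds plus 3 SD, cut at about 34% in these data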;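 further: 0% = IFN-gamma with DMSO and 100% = IFN-gamma with 300 µM nifuroxazide; values of inactives mirror those of a sister screen read the other way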
NF-kB neuron act: activators of NF-kB expression in neurons, primary screen, cell-based, HTS; human neuronal cells, NF-kB reporter expression; hits give high values; fold change at 12.5 µM; actives 1.6% (n = 190,000); in the data active means fold change above about 3.3
TLR4-MyD88 BLA: inhibitors of TLR4-MyD88 association in cells, primary screen, cell-based, HeLa CL3-4, BLA complementation, FRET ratio; Toll-like receptor 4 (Homo sapiens) + Myeloid differentiation primary response protein …; HeLa CL3-4 TLR4/MyD88 BLA complementation; inhibition, % at 8.4 µM; actives 0.18% (n = 200,000); AID 861, 2007; in the data active means inhibition above about 25%;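 further: 0% = vehicle and 100% = reference inhibitor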
Target sequence (O00206 whole entry, looked up): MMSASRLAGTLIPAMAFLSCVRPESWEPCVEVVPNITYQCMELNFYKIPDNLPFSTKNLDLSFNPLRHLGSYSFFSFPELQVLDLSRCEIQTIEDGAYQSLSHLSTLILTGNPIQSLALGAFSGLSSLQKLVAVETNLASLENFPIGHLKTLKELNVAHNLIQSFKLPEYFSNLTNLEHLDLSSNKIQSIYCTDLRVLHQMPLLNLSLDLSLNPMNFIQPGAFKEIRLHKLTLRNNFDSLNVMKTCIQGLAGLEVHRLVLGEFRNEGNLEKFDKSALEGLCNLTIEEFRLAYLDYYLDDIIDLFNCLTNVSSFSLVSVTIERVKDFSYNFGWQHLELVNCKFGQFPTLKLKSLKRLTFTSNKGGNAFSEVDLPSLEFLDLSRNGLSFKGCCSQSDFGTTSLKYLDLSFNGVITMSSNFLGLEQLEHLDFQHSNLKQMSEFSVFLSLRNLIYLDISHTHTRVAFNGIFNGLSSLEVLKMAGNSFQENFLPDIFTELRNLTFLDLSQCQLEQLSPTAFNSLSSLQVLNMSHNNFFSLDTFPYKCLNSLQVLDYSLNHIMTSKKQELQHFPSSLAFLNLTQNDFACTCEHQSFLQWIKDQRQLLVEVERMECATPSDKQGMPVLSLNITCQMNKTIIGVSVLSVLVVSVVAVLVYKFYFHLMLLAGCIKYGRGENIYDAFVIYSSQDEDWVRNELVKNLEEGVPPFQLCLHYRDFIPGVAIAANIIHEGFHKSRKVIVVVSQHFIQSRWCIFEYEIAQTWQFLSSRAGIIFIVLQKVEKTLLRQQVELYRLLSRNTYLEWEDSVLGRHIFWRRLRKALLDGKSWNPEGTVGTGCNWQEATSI
Target sequence (Q99836 whole entry, looked up): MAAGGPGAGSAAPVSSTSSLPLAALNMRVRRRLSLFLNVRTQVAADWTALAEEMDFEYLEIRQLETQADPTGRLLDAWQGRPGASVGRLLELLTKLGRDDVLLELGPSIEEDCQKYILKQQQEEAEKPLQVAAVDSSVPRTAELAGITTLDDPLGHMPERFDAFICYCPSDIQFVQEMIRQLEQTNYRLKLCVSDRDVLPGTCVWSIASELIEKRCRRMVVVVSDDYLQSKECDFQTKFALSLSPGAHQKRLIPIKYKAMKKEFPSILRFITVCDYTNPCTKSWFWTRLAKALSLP
An asterisk follows results filed as active. Rows were taken by chance, and some 5.6% of all compounds hit somewhere here.

SMILES	APP 5'UTR act	STAT3 activator	Efa HMGR inh	STAT3 blocker	STAT1 activator	Hsp70 act	DTT redox prof	STAT1 blocker	NF-kB neuron act	TLR4-MyD88 BLA
COc1ccccc1OCC(=O)Nc1nnc(-c2ccco2)s1	9.3	80.8	-0.6	26.0	97.0	-0.4	-1.9	3.3	1.25	0.4
CC(C)CC(c1nnnn1C1CCCCC1)N1CCN(c2ncccn2)CC1 (configuration not stated)	4.4	100.3	-5.0	2.3	97.0	-0.1	1.2	3.2	1.01	1.5
O=C(c1nc2ccccn2c1CN1CCCC(c2nc3ccccc3o2)C1)N1CCCC1 (configuration not stated)	15.0	96.1	-4.6	10.1	85.0	-0.1	0.1	15.9	0.9	-6.8
COc1ccc(N2CCN(C(=O)CSc3nnc(C)c(=O)[nH]3)CC2)cc1	-17.2	104.6	0.1	-2.9	100.6	0.4	-0.7	-0.7	1.03	-14.8
CCN1CCN(C(=S)Nc2cc(S(=O)(=O)N(CC)CC)ccc2C)CC1	6.6	95.4	-4.0	7.7	84.3	-0.4	0.4	15.4	0.93	-7.4
COC(=O)Nc1ccccc1C(=O)N1CCC(O)(c2ccc(Cl)cc2)CC1	-3.5	90.5	-1.1	15.2	107.0	-0.3	-0.1	-7.9	1.21	8.0
COc1ccc(CNC2CCCCC2)cc1	-3.0	98.0	-0.7	6.1	100.9	-0.5	0.8	1.7	0.87	4.1
CCn1c(CCNC(=O)c2ccc(OC)c(OC)c2)nc2ccccc21	2.0	98.0	-3.5	8.1	104.1	-0.1	0.1	-4.5	1.16	1.6
CCCCn1c(=O)c(CCC(=O)OCC(=O)NC(=O)NCCOC)nc2ccccc21	21.1	101.7	1.4	8.6	102.5	0.0	-1.6	-4.6	1.04	-12.1
COC(=O)Cn1nc(C)c2ccccc2c1=O	-9.8	102.4	1.5	-1.9	102.6	0.3	0.8	-2.8	1.03	-0.6
Cc1ccc(Nc2nc(N)c([N+](=O)[O-])c(N3CCOCC3)n2)cc1	-3.8	94.3	-1.0	5.4	101.0	-0.3	0.3	-1.0	0.81	-9.5
CC1CN(c2ccc([N+](=O)[O-])c(NCCOc3ccccc3)c2)CCN1 (configuration not stated)	16.2	95.2	-2.0	8.9	94.8	-0.5	-0.3	3.6	0.78	-4.6
COc1ccc(NC(=O)c2oc3ccccc3c2NC(=O)C2CCCO2)cc1OC (configuration not stated)	59.1	82.1	4.5	24.5	115.6	0.1	-1.5	-16.8	0.71	-10.2
Nc1c(-c2ccccc2)cnn1-c1cccc([N+](=O)[O-])c1	27.8	103.4	-3.6	6.3	127.6	0.0	2.1	-30.7	2.34	8.7
O=c1sc(N2CCN(c3ccc(F)cc3)CC2)nc2ccsc12	14.8	115.7	-2.6	-14.4	122.9	-0.2	-1.3	-25.3	1.44	-0.2
CCCS(=O)(=O)N1CCC(C(=O)NCCCOC(C)C)CC1	-6.7	106.9	-0.6	-4.9	102.8	-0.1	-0.3	-3.0	1.11	-0.3
O=C(Nc1ccccn1)c1ccco1	15.2	101.7	-1.3	2.0	114.5	-0.1	4.8	-15.8	1.26	-5.4
CCCCCn1cnc2c(sc3nc4c(cc32)CSC(C)(C)C4)c1=O	91.4	124.7	3.0	-21.4	137.7*	-0.2	0.3	-41.6	1.52	-3.5
CCOc1cc(S(=O)(=O)Nc2ccc(Cl)cn2)ccc1Cl	12.1	106.2	0.6	-5.2	105.7	-0.3	-0.1	-4.2	0.99	8.2
CC1CN(Cc2nc3c(c(=O)[nH]c(=O)n3C)n2CC(N)=O)CC(C)O1 (configuration not stated)	3.7	96.6	-1.8	9.3	98.0	0.0	-1.1	2.2	0.97	6.7

A few values from above.
Cc1ccc(Nc2nc(N)c([N+](=O)[O-])c(N3CCOCC3)n2)cc1 | Hsp70 act: -0.3
O=C(c1nc2ccccn2c1CN1CCCC(c2nc3ccccc3o2)C1)N1CCCC1 (configuration not stated) | TLR4-MyD88 BLA: -6.8

Further compounds.
SMILES	APP 5'UTR act	STAT3 activator	Efa HMGR inh	STAT3 blocker	STAT1 activator	Hsp70 act	DTT redox prof	STAT1 blocker	NF-kB neuron act	TLR4-MyD88 BLA
O=C(NCC1OCCc2ccccc21)c1ccc(NC(=O)c2ccccc2Cl)cc1 (configuration not stated)	9.2	104.2	-0.8	-3.7	101.2	-0.2	-0.2	-1.8	1.1	3.6
S=C(c1cccs1)N1CCCC1	9.0	101.1	-5.2	0.8	108.1	0.1	0.7	-6.4	1.12	-2.6
CC(C)(C)c1cc(NC(=O)c2cccc(S(=O)(=O)N3CCOCC3)c2)no1	10.3	85.0	-0.3	20.5	95.9	-0.4	0.1	4.6	0.96	-15.8
Cc1ccc(NC(=O)CN2CCC(NC(=O)Cc3ccccc3)CC2)cc1C	-0.3	93.6	-1.6	9.6	98.1	-0.4	-5.3	2.2	1	-6.8
CCOC(=O)c1c(N)n(CC(C)NC(=O)C2CC2)c2nc3ccccc3nc12 (configuration not stated)	-3.1	89.1	-2.9	23.6	92.2	-0.1	2.0	8.6	1.12	9.2
C=CCn1c(-c2ccc(Cl)cc2)ccc(C#N)c1=O	11.4	99.1	0.0	6.9	104.1	0.1	2.5	-4.5	1.32	-5.9
O=C(NC1CCCCC1)c1cc([N+](=O)[O-])ccc1N1CCCCC1	-2.3	106.1	1.8	2.9	105.7	-0.2	-1.2	-2.9	0.94	8.1
O=C(CNC(=O)c1ccc(-c2ccccc2)cc1)OCc1ccc(Br)cc1	9.5	87.3	-2.1	18.6	106.3	0.1	0.0	-7.1	1.42	10.6
COc1ccc(CCCC(=O)N/N=C/c2ccccc2OC)cc1	-3.6	105.6	1.8	-1.2	96.9	0.2	-1.3	1.6	1.01	1.9
Cc1ccc(C(=O)NC(=S)N2CCN(c3ccccc3F)CC2)cc1	-0.1	97.8	-2.9	4.0	105.2	-0.2	-0.3	-6.1	0.88	2.4
O=C(CNS(=O)(=O)c1ccc(Br)s1)NCc1ccc2c(c1)OCO2	3.0	108.9	-2.7	-9.6	96.3	0.0	-0.1	4.1	1.16	3.6
COC(=O)c1scc(C)c1N/N=C(\C)c1cc(F)c(Cl)cc1F	-2.3	100.8	-0.8	-4.0	102.6	0.2	0.3	-2.8	1.03	7.5
CCOC(=O)c1c(NC(=S)NC(=O)c2cnn(CC)c2)sc2c1CCC(C)C2 (configuration not stated)	-0.5	100.0	3.4	5.9	108.2	-0.1	-3.4	-9.0	1.32	-1.5
COc1ccc(OC)c(NC(=O)CSc2nnc(-c3ccco3)n2-c2ccccc2)c1	-5.2	92.5	-2.9	13.1	92.1	-0.2	-2.2	8.6	0.47	-8.5
O=C(N/N=C/c1ccco1)C1CC1	-19.1	100.7	-0.4	1.5	103.7	-0.2	-0.6	-4.2	0.99	2.9
COC(CNc1ncnc2c1cnn2C)OC	-15.9	107.7	-1.9	-3.8	101.0	-0.3	0.3	0.7	1.19	4.8
Cc1cc(NC(=O)CSc2nc3c([nH]c4ccccc43)c(=O)n2-c2cccc(C(F)(F)F)c2)no1	19.3	147.8*	1.0	-49.2	90.9	-0.1	2.8	9.8	1.03	0.4
O=C(Nc1nc(-c2ccc3c(c2)OCCO3)cs1)C1CCCC1	173.1*	109.5	-2.8	-9.2	155.6*	0.8	-0.2	-60.5	6.64*	-2.7
c1cncc(-c2nc3cc4ccccc4cc3[nH]2)c1	154.3*	93.8	-6.4	13.3	155.9*	0.3	1.6	-62.2	2.91	19.3
Cc1c(C(=O)O)oc2c(F)cccc12	-3.6	99.1	-8.5	4.7	104.6	-0.2	-1.1	-7.0	1.27	0.1
CN1CCN(c2ccc(NC(=O)c3ccc(-c4ccc(Br)cc4)o3)cc2)CC1	-2.3	85.1	-3.3	24.8	100.0	0.4	-0.8	0.2	0.71	-13.3
c1ccc2c(NC3=NCCCCS3)cccc2c1	1.9	102.3	0.7	-0.6	86.1	0.2	-1.4	5.3	1.17	3.3
COc1ccccc1NC(=S)NCCc1ccccc1	19.8	100.4	1.7	4.1	109.2	-0.3	2.0	-10.1	1.33	-1.1
CCOc1cc(C2NC(=O)NC(C)=C2C(=O)OC(C)CC)cc(Br)c1O (configuration not stated)	3.5	99.1	-10.2	4.6	96.9	-0.2	-1.4	3.4	1.19	-4.5
Cc1noc(C)c1C(=O)NC1CCCc2ccccc21 (configuration not stated)	-8.4	102.6	2.0	-3.3	103.4	-0.1	-1.2	-3.6	1.04	-3.4
CCOC(=O)c1c(NC(=O)C2=C(C)NC(=S)NC2c2ccc(F)cc2)sc(C)c1C (configuration not stated)	-2.6	94.1	-2.4	5.0	100.3	-0.2	-0.3	2.0	1.13	-6.6
CCOc1ccc2ncc(S(=O)(=O)c3ccccc3)c(N3CCC4(CC3)OCCO4)c2c1	-5.1	96.0	-3.7	6.9	99.9	-0.4	-0.2	0.1	0.32	-1.7
O=C(NCc1ccc2c(c1)OCO2)c1cc(-c2ccccc2Cl)on1	-6.8	93.4	3.6	11.7	95.6	-0.2	0.1	4.8	1.35	0.1
Cc1c(Cl)cccc1N1C(=O)C(N2C(=O)c3cccc([N+](=O)[O-])c3C2=O)C1c1cccs1 (configuration not stated)	-9.3	101.4	-2.8	2.3	99.2	-0.3	2.3	0.9	0.91	-3.4
CNC(=O)c1cc(Cl)c(OC)c(OC)c1	-0.3	99.3	-4.3	6.0	87.8	0.0	0.1	13.5	1.01	9.4
O=C1Nc2ccccc2C(O)(C(=O)NCc2ccco2)N1c1ccccc1 (configuration not stated)	7.3	100.3	3.9	6.1	95.4	-0.2	-2.1	6.1	0.82	-5.1
CC(SCc1cc(=O)n2c([nH]c3ccccc32)c1C#N)C(=O)O (configuration not stated)	-9.3	99.5	9.4	9.1	103.0	-0.3	-0.9	-5.4	1.25	-10.7
Cc1cc2occ(CC(=O)NCc3cccs3)c2cc1C(C)C	10.8	106.2	-0.5	-3.2	103.3	-0.4	0.0	-3.8	0.94	4.9
Cc1nc(N2CCC(C)CC2)c2c(C)c(C(=O)Nc3cccc(C(F)(F)F)c3)sc2n1	-16.1	95.7	-5.4	7.4	97.9	-0.3	-1.1	1.7	1.15	-15.2
COc1cccc(CNC(=O)C2CCC(CNS(=O)(=O)c3cccc4nsnc34)CC2)c1 (configuration not stated)	-5.0	103.3	-2.5	4.8	101.4	0.0	-1.2	-1.6	1.02	-3.5
